TEAD-YAP inh: TEAD-YAP interaction inhibition | AID 1259422 | HEK-TIYL cells, TEAD-Gal4/YAP UAS-luciferase luminescence | 640,000 tested, 1.4% active | inhibition, % at 9.12 µM; in the data active = inhibition above about 32%;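 note: 0% = median of test compound wells and 100% = reference inhibitor wells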
MITF primary: human MITF inhibition, primary screen. O75030. inhibition, % at 2.6 µM. 650,000 tested, 0.91% active. AlphaScreen MITF homodimerization, bead proximity signal; in the data active = inhibition above about 50%;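 note: 0% = vehicle wells with protein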
GPR151 ag: human GPR151 activation; Q8TDV0; PathHunter beta-arrestin GPR151 cells, luminescence; activation, % at 11.2 µM; 650,000 tested, 1% active; AID 1508602; in the data active = activation above about 4.9%;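 note: 0% = median of compound wells and 100% = cells with positive control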
Target sequence (Q8TDV0 whole entry, looked up): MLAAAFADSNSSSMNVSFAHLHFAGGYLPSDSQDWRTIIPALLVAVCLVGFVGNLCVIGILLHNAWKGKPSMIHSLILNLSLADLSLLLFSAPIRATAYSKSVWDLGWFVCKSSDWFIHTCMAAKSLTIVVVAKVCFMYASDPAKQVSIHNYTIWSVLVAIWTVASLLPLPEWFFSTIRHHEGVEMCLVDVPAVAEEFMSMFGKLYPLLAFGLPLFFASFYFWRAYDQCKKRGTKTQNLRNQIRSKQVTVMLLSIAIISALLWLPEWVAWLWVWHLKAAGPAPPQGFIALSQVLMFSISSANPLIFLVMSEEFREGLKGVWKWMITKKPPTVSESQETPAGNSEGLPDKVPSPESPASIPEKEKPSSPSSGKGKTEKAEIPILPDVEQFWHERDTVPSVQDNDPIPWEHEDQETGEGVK
FBW7 activator: human FBW7 E3 ligase activation, primary screen | AlphaScreen FBW7–phospho-cyclin E peptide binding, activator screen | Q969H0 | 650,000 tested, 0.13% active | normalized activity (activation), % at 26.1 µM; in the data active = normalized activity above about 1.9%;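 note: purified mutant Fbw7 with reduced substrate affinity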
Target sequence (Q969H0 whole entry, looked up): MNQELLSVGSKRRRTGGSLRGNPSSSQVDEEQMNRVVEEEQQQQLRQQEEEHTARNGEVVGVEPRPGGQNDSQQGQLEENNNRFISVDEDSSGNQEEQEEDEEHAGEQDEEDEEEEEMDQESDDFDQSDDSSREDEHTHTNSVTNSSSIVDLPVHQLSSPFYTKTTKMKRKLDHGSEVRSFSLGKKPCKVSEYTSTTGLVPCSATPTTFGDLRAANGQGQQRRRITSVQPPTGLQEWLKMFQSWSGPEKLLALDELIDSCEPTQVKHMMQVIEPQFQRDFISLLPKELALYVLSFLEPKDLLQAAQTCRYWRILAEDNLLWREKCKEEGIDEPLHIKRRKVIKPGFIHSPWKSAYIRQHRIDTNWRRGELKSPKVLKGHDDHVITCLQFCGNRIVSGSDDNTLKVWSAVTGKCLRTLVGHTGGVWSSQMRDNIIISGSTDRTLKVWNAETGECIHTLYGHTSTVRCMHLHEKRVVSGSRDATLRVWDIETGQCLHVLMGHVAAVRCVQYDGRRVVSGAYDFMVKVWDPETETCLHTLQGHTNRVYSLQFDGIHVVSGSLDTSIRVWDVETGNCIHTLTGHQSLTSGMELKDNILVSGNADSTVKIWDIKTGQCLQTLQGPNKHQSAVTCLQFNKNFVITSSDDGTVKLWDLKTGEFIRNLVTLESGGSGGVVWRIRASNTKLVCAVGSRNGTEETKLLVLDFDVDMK
The depositor's hits bear a star; & = joins results of further samples.

SMILES | TEAD-YAP inh | MITF primary | GPR151 ag | FBW7 activator
NC(=O)c1cc2cc([N+](=O)[O-])ccc2oc1=NCc1ccccc1 | -0.4 | 19.8 | 0.1 | 0.2
CC1CC(C)(C)Cc2c1sc1nc[nH]c(=O)c21 (configuration not stated) | 16.7 | -10.3 | 3.4 | 0.1
O=C(CSc1ncnc2ccccc12)c1ccc([N+](=O)[O-])cc1 | -18.0 | -6.8 | -0.8 | 0.0
Cc1ccc(C2C(C(=O)c3cccs3)=C(O)C(=O)N2CCN2CCOCC2)cc1 (configuration not stated) | 1.3 | -11.6 | -0.9 | -0.1
COc1ccc(S(=O)(=O)Nc2ccc3ccccc3c2)cc1I | 10.2 | 6.2 | -0.7 | 0.0
Cc1cccc(-c2noc(CNC(=O)COc3ccc(C)c(C)c3)n2)c1 | -0.4 | -8.8 | -0.7 | 0.3
COc1ccc(/C(N)=N/OC(=O)c2ccc(OC(C)=O)cc2)cc1OC | 20.9 | -16.9 | -3.6 | 0.0
CCCNc1ncnc2c1c(-c1ccccc1)cn2-c1cccc(C)c1 | -17.0 | -4.1 | 0.7 | -0.1
CCn1c(=O)c2sccc2n2c(CCCC(=O)Nc3ccc(F)cc3)nnc12 | 12.5 | 10.3 | 0.9 | 0.1
Cc1ccc2c(COC(=O)CN3C(=O)C4CCCCC4C3=O)cc(=O)oc2c1 (configuration not stated) | -0.8 | 7.8 | -0.4 | 0.1
COc1ccc(N(C)C(=O)Cc2c(C(=O)O)n(C)c3ccccc23)cc1 | 10.7 | 8.2 | 0.5 | 0.0
FC(F)(F)c1ccc(-c2[nH]ncc2-c2ccncc2)cc1 | -0.4 | 7.3 | 1.3 | -0.2
Nc1ncnc2nc(-c3ccc(N4CCOCC4)nc3)[nH]c12 | -2.1 | -4.1 | 0.1 | 0.0
Nc1c(C(=O)c2ccc(Br)cc2)oc2ccccc12 | -9.0 | 0.8 | -1.7 | 0.1
Cc1nc2ccc(N=Cc3cc([N+](=O)[O-])ccc3O)cc2[nH]1 | -1.3 | -0.7 | 1.1 | -0.1
O=C(NCCSc1c[nH]c2ccccc12)c1cccc(Cl)c1 | -6.9 | -3.7 | 1.9 | -0.3
CC1=NN(c2ccc(Cl)cc2)C(=O)/C1=C/c1c(C)c(C#N)c(=O)n(CC(=O)O)c1O | 8.3 | 15.6 | -0.3 | -0.5
CC(=O)c1c(C)[nH]c(C(=O)OCC(=O)Nc2cccc(C)c2C)c1C | 13.7 | 0.9 | -0.1 | -0.1
CC(C)(CNC(=O)c1sc2cc(F)ccc2c1Cl)N1CCOCC1 | 1.3 | 11.5 | -2.2 | 0.4
CCCOc1ccc(C2C3CN(C)CC=C3C(C#N)=C(N)C2(C#N)C#N)cc1OCC (configuration not stated) | 3.8 | 2.2 | -0.1 | 0.0
COCCCNC(=O)CS(=O)Cc1nc(-c2ccc(Cl)cc2)oc1C (configuration not stated) | -3.5 | 14.6 | 0.4 | 0.1
c1ccc(CN2CCC(Nc3nc(NC4CCN(Cc5ccccc5)CC4)c4ncn(-c5ccccc5)c4n3)CC2)cc1 | 0.7 | 23.7 | -2.3 | 0.2
O=C(Cc1ccccc1)Nc1ccccc1CO | 1.7 | 12.0 | 1.7 | -0.1
O=C1/C(=C/c2ccccc2)Oc2c1ccc(O)c2CN1CCOCC1 | 0.6 | 8.6 | -0.2 | 0.3
CCOC(=O)c1nn(-c2ccc(C(F)(F)F)cc2)c(=O)c2c(NC(=O)CC)scc12 | -1.2 | 0.5 | 2.1 | -0.1
O=C(O)CCNC(=O)/C(=C\c1ccco1)NC(=O)c1ccccc1Br | 10.4 | 12.9 | 0.2 | 0.0
O=C(Nc1cc(Oc2ccccc2)cc([N+](=O)[O-])c1)c1cc2n(n1)C(C(F)(F)F)CC(c1cccs1)N2 (configuration not stated) | -24.3 | -1.4 | -0.4 | 0.0
COC(=O)c1cc(CNC(=O)c2cc(C(C)C)[nH]n2)cc(NC(=O)C2CCCCC2)c1 | -2.2 | 15.6 | 0.5 | 0.0
COc1cc2c(cc1OC)C(COc1ccc([N+](=O)[O-])cc1)N(C(=O)/C=C/c1ccccc1)CC2 (configuration not stated) | -13.3 | -3.2 | -1.8 | 0.0
CSc1ccc(C2C(C(=O)Nc3ccc(C)cc3C)C(C)Nc3ncnn32)cc1 (configuration not stated) | 10.2 | 10.6 | -0.4 | -0.1

3 structures out of the list, arranged by count of non-hydrogen atoms, descending:
SMILES | TEAD-YAP inh | MITF primary | GPR151 ag | FBW7 activator
O=C(Nc1cc(Oc2ccccc2)cc([N+](=O)[O-])c1)c1cc2n(n1)C(C(F)(F)F)CC(c1cccs1)N2 (configuration not stated) | -24.3 | -1.4 | -0.4 | 0.0
CC1=NN(c2ccc(Cl)cc2)C(=O)/C1=C/c1c(C)c(C#N)c(=O)n(CC(=O)O)c1O | 8.3 | 15.6 | -0.3 | -0.5
O=C(NCCSc1c[nH]c2ccccc12)c1cccc(Cl)c1 | -6.9 | -3.7 | 1.9 | -0.3

Next records follow.
SMILES | TEAD-YAP inh | MITF primary | GPR151 ag | FBW7 activator
CCOC(=O)COc1cc(OCC(=O)OCC)c2c(-c3ccccc3)cc(=O)oc2c1 | -1.6 | 6.2 | -1.0 | 0.1
COc1cc(/C=N/NC(=O)CCCNc2ccc(C)cc2)ccc1O | -2.7 | 1.2 | -1.2 | -0.1
COc1ccc(NC(=O)CCS(=O)(=O)c2ccccc2)c(OC)c1 | -15.8 | 11.6 | 1.5 | 0.0
COc1ccc(/C=C/C(=O)c2cccc(N)c2)cc1 | -30.3 | 3.6 | -0.4 | -0.2
CC1CCCC(C)N1C(=O)CN1C(=O)C2C3C=CC(C3)C2C1=O (configuration not stated) | 6.8 | -5.2 | -1.5 | 0.0
COCCn1cc(C(=S)N2CCCCC2)c2ccccc21 | 3.3 | 23.2 | -0.7 | 0.1
CC1(C)Oc2ccc(C(=O)N/N=C/c3ccccn3)cc2NC1=O | 10.4 | 20.4 | 0.7 | -0.1
CC(C)CN(C)Cc1c(C(=O)N2CCN(C3CCCCC3)CC2)nc2ccccn12 | 13.4 | -0.2 | -0.6 | -0.2
C1=Cc2nonc2C2C=C(c3ccccc3)N=C12 (configuration not stated) | -34.1 | 4.2 | -1.1 | 0.6
CC(=O)c1ccc(-c2ccc(I)cc2)cc1 | -44.2 | 10.8 | 0.3 | 0.0
CCC(=O)N1CCc2cc(OC)c(OC)cc2C1COc1cccc(C(F)(F)F)c1 (configuration not stated) | -19.4 | -5.7 | -0.7 | 0.0
Cc1ccc(-n2nc3cc(C)c(NC(=O)C(C)C)cc3n2)cc1 | 23.8 | 13.8 | 2.3 | 0.0
CCOc1ccc(S(=O)(=O)N(CC(=O)N2CCCCC2)c2ccc(F)cc2)cc1 | 16.6 | 9.9 | 0.1 | 0.2
CCOc1ccc(NC(=O)c2sc(=S)n3c2[nH]c(=O)c2ccccc23)cc1 | -12.8 | -6.0 | 0.2 | -0.1
CC(=O)Nc1ccc(C(=O)N2CCC(Oc3ccc(-c4ccc(C#N)cc4)cc3)CC2)cc1 | 1.9 | -2.8 | 3.0 | 0.0
CCOC(=O)C1CCCN(C/C(O)=C(\C#N)c2nc(-c3ccccc3)cs2)C1 (configuration not stated) | -17.9 | 18.0 | -0.4 | 0.1
COc1ccc(S(=O)(=O)N2CCOCC2)cc1NC(=O)COC(=O)c1ccc(N)cc1 | 1.0 | 9.5 | 0.7 | 0.0
COc1cc(C2C(C(=O)OCc3ccccc3)=C(C)NC3=C2C(=O)CCC3)cc(Cl)c1O (configuration not stated) | -9.0 | -13.9 | -0.7 | -0.1
Cc1ccc(C2=NC(=O)/C(=C/c3c(C)n(C)n(-c4ccccc4)c3=O)S2)cc1 | -17.6 | 9.0 | -0.2 | 0.0
COc1cccc(CNC(=O)C(C)n2c3ccccc3c3cn[nH]c(=O)c32)c1 (configuration not stated) | -4.3 | 15.8 | 0.4 | 0.3
O=C(Cn1ccc([N+](=O)[O-])n1)NCc1ccco1 | 6.8 | -23.7 | 2.6 | 0.1
CCOC(=O)C(=NCc1ccco1)NNc1cccc(C(F)(F)F)c1 | 3.4 | 9.5 | 1.7 | 0.0
CCOC(=O)Cc1nnc2c(Nc3ccc(C)cc3)nc3nonc3n12 | 13.9 | 4.5 | -0.4 | 0.1
COc1ccccc1NC(=O)n1ncc2cc(Cl)ccc21 | 6.6 | 5.7 | 4.2 | 0.2
CC(C)NC(=O)COC(=O)c1cc(F)c(F)cc1Cl | 0.0 | 7.1 | 1.5 | 0.1
CC1(C)CC(N=Cc2ccccc2O)CC(C)(C)N1 | 1.0 | 10.6 | -0.5 | 0.1
CC(=O)OCC(=O)Nc1ccc(C(C)=O)cc1 | 16.2 | 10.7 | -0.4 | -0.1
O=C(O)c1ccc(N2C(=O)C=CC2=O)cc1 | 18.5 | 11.1 | 1.5 | 0.0
NC(=O)c1cc(-c2csc(Nc3ccc4c(c3)OCCO4)n2)ccc1O | -13.4 | -8.4 | 0.7 | -0.1
Cc1ccc(Cl)cc1NC(=O)CN(c1cccc(C)c1C)S(C)(=O)=O | -1.6 | -7.8 | -1.1 | 0.0
CC1CCc2nc(NC(=O)CN3CCN(c4ccccc4)CC3)sc2C1 (configuration not stated) | -1.0 | 14.0 | 0.3 | 0.1
O=C(/C=C(\O)c1cccc([N+](=O)[O-])c1)C(F)(F)F | 2.8 | 9.6 | -0.5 | -0.1
CCCCC(=O)Nc1nnc(SCC(=O)Nc2cccc(C)c2C)s1 | 7.9 | 18.8 | 2.3 | 0.8
O=c1[nH]c(N2CCOCC2)nc2c1CN(Cc1nnnn1Cc1cccs1)CC2 | 0.0 | 4.1 | 0.5 | 0.2
CCN(CC)CC(O)COc1ccc(C(C)(C)C)cc1 (configuration not stated) | 3.9 | -5.7 | -0.5 | 0.0
c1ccc2oc(NC3=NCN(C4CCCCC4)CN3)nc2c1 | -13.5 | -9.4 | 9.9* | 0.1
O=C(CN(Cc1ccco1)C(=O)Cn1nnc(-c2ccc(F)cc2)n1)NC1CCCC1 | 14.2 | 7.0 | 4.0 | 0.1
O=C(CSc1nnnn1-c1ccc2c(c1)OCO2)Nc1nc2ccccc2s1 | 6.7 | -4.8 | -0.9 | -0.1
Oc1ccc(Cl)c2ccc(/C=C/c3ccc(Cl)cc3)nc12 | -57.2 | 0.6 | -0.1 | 0.0
COC(=O)c1cc(OC)c(OC)cc1NC(=O)c1ccc(OC)c([N+](=O)[O-])c1 | 3.5 | 0.6 | 0.9 | 0.0
NCC12CC3CC(CC(C3)C1)C2 | -8.9 | -2.5 | 0.0 | -0.1
CCOc1ccc2nc(NC(=O)c3ccc(OCC)c(Br)c3)sc2c1 | -3.9 | -3.5 | -1.3 | -0.2
CCCNC(=O)c1ccc2c(c1)N(Cc1ccccc1Cl)C(=O)CS2 | 11.4 | -0.5 | -1.6 | 0.0
COCCN1C(=O)CC(CC(=O)NCc2ccco2)(c2ccccc2C)C1=O (configuration not stated) | 0.8 | -1.0 | 1.4 | -0.2
CCC(=O)N1C(C(=O)NCc2ccccc2)CSC1c1ccc(OC)cc1 (configuration not stated) | 1.9 | 13.1 | -0.8 | 0.9
CC(C)C(c1nnnn1CCc1ccccc1)N1CCN(C2CCCC2)CC1 (configuration not stated) | 8.4 | 2.9 | 0.1 | 0.0
CC1=C(C(=O)OC2CCCCCCC2)C(c2cccc(Br)c2)NC(=O)N1 (configuration not stated) | -8.2 | 0.6 | 1.2 | -0.1
S=C(Nc1ccc(Br)cc1)N1CCn2cccc2C1c1cccnc1 (configuration not stated) | 6.6 | -7.6 | 1.1 | -0.1
C=CCN1C(=O)/C(=C\c2ccc([N+](=O)[O-])cc2)C(C(=O)OC)=C1C | -11.4 | 2.9 | -1.8 | -0.1
CCCn1cc(SCC(=O)Nc2ccc(Br)cc2)c2ccccc21 | 17.7 | 16.6 | 2.2 | -0.1
Cc1ccc2[nH]c(=O)c(CN(Cc3ccco3)C(=O)N3CCOCC3)cc2c1 | 7.8 | -9.2 | 0.2 | 0.1
O=C1C2C3C=CC(C3)C2C(=O)N1c1ccccc1CO (configuration not stated) | -4.5 | -9.1 | 0.3 | -0.2
CC(=O)N1CCN(C(=O)C2(NC(=O)Nc3ccc(C(F)(F)F)cc3)CCCCC2)CC1 | -9.0 | 8.0 | -1.9 | 0.1
CCCNC(=O)COC(=O)c1cc(-c2ccco2)nc2ccccc12 | -9.4 | 20.7 | 0.3 | 0.2
CCNC(=O)c1cc(Cl)ccc1OC | 3.4 | -12.5 | 0.7 | 0.4
CCN(CC)C(=O)/C(C#N)=C/c1cc(O)c(O)c([N+](=O)[O-])c1 | 3.6 | -15.2&-4.5 | 1.0&2.3 | -0.3&-0.1
COc1ccc(C2CC(c3ccc(Cl)cc3)=NN2C(=O)CCC(=O)O)cc1OC (configuration not stated) | -2.9 | -6.7 | 0.2 | -0.1
CCC(CC)C(=O)Nc1cccc(C(=O)NC(C)(C)C)c1 | 5.9 | 0.3 | -1.0 | 0.0
O=C(O)CCN1C(=O)C(=O)/C(=C(\O)c2ccccc2)C1c1ccc(Br)cc1 (configuration not stated) | 6.4 | -13.7 | 0.2 | -0.2
CC(=O)c1ccc(N2CCCCC2)c(F)c1 | -1.5 | 6.7 | -0.7 | 0.1
O=C1c2cccc3cccc(c23)C(=O)N1CCN1CCN(S(=O)(=O)c2ccc(F)cc2)CC1 | -2.1 | 2.0 | -0.7 | 0.0

Full records from above. Screens in order: TEAD-YAP inh | MITF primary | GPR151 ag | FBW7 activator
CCCNc1ncnc2c1c(-c1ccccc1)cn2-c1cccc(C)c1 reads -17.0 | -4.1 | 0.7 | -0.1
CC1(C)CC(N=Cc2ccccc2O)CC(C)(C)N1 reads 1.0 | 10.6 | -0.5 | 0.1
c1ccc2oc(NC3=NCN(C4CCCCC4)CN3)nc2c1 reads -13.5 | -9.4 | 9.9* | 0.1
O=C(CN(Cc1ccco1)C(=O)Cn1nnc(-c2ccc(F)cc2)n1)NC1CCCC1 reads 14.2 | 7.0 | 4.0 | 0.1
